Screens: PubChem BioAssay, National Center for Advancing Translational Sciences (NCATS)
L3MBTL1 inh = inhibitors of human L3MBTL1; Q9Y468; AlphaScreen L3MBTL1–H3K9me1 peptide binding; Potency, µM (doses to about 57.1 µM), inactives show top-dose activity, negative = inhibition, hits mostly inhibitors; 0.66% of 230,000 active; AID 485360; note: % is set by controls: 0 for no effect and ±100 for the full control effect; nearly all actives have a fitted effect of over 60% in size
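First, the protein-peptide complex forms for 30 min at room temperature (L3MBTL1 50 nM, biotinylated H3K9me1 peptide 75 nM). Next, compounds are pin-transferred and incubated 30 min. Finally, AlphaScreen beads are added and read after 30 min.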
Tau FP inhib = blocks human tau fibril formation measured by polarization | 0.39% of 280,000 active | K18 P301L tau heparin fibrillization, Alexa594 FP, 6 h | Potency, µM (doses to about 57.7 µM), for inactives: at the highest dose activity, negative = inhibition, most hits filed as inhibitors; note: % is set by controls: 0 for no effect and ±100 for the full control effect; nearly all actives have a fitted effect of over 55% in size
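Quantitative HTS format: compounds meet 15 uM recombinant K18 P301L tau and Alexa 594-tau tracer in 100 mM sodium acetate pH 7; 20 uM heparin triggers fibrillization at 37 C over 6 hr; FP gives the signal.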
HTT ATP protect = cytoprotection in Huntington HTT-Q103 PC12 cell model; PC12 HTT-Q103 induced, cytoprotection, ATP luminescence, 40 h; Potency, µM (titrated, usually from 56.4 µM), inactives show cytoprotection (ATP increase), hits mostly activators; AID 1471; 0.14% of 230,000 active;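 note: % of control where 0% means no effect; nearly all actives have a fitted effect of over 45% in size; toxic huntingtin expression switched on by the ecdysone agonist tebufenozide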
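Compounds added alongside 100 nM tebufenozide, which induces toxic Q103 huntingtin exon 1-GFP in stable PC12 cells; surviving cells quantified by luminescent ATP measurement. Medium: phenol red-free DMEM, 5% equine and 5% calf serum.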
TR SRC2 fluor cs = alters Texas Red total fluorescence, flagging assay interference; TRb/SRC2 Texas Red total fluorescence interference; Potency, µM (highest dose often 106 µM), without a hit: top-dose fluorescence change, negative = quenching; 0.29% of 280,000 active; active = well fitted curve in either direction with a large enough effect; inconclusive = small, poorly fitted or top-dose-only effect; note: % is set by controls: 0 for no effect and ±100 for the full control effect
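Human TRβ ligand-binding domain (0.6 uM) and Texas Red SRC2 peptide (20 nM) in Tris buffer with 1 uM T3 and 5% DMSO were incubated with pinned compound for 5 hr at ambient temperature. Total fluorescence was computed as S + 2P (555/632 nm).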
TRb SRC2 PPI = inhibitors of human thyroid hormone receptor beta-SRC2 interaction. P10828. AID 1469. Potency, µM (top dose mostly 106 µM), for the others: at the highest dose activity change, negative = inhibition, most hits filed as inhibitors. 0.065% of 280,000 active. TRbeta-SRC2 peptide binding, fluorescence polarization; receptor liganded with 1 µM T3;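 note: plate controls were bound peptide for no effect and peptide without receptor for full effect; nearly all actives have a fitted effect of over 50% in size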
Target sequence (P10828 whole entry, looked up): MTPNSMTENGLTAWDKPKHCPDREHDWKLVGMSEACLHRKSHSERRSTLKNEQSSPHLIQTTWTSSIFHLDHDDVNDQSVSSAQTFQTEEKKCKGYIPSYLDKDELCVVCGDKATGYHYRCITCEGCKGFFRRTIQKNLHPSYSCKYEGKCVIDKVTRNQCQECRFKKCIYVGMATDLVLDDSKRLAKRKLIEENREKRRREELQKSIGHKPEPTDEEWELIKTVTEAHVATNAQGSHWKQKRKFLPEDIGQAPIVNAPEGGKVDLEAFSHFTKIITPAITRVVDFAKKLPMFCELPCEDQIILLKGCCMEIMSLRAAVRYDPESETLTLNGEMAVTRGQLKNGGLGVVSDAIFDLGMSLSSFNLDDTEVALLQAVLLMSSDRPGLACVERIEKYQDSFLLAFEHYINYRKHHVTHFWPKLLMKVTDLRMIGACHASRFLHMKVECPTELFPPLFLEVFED
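A fluorescence polarization screen tested compounds at multiple concentrations against complex formation between 0.6 uM TRb ligand-binding domain and 20 nM Texas Red SRC2 peptide, with 1 uM T3 present; readout after 5 hr.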
Tau fluor counter = counter-screen for tau fibril formation inhibitors. 0.93% of 280,000 active. tau K18 P301L Alexa594 fluorescence, heparin fibrillization. Potency, µM (titrated, usually from 57.7 µM), inactives show top-dose activity change, negative = decrease; note: % is set by controls: 0 for no effect and ±100 for the full control effect; nearly all actives have a fitted effect of over 55% in size
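Human K18 P301L tau (15 uM unlabeled plus 0.24 uM Alexa 594-labeled, final) in 100 mM sodium acetate pH 7 was mixed with compound and 20 uM heparin and incubated 6 hr at 37 C.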
Tau ThT inhib = tau fibrillization inhibition (ThT binding). P10636. recombinant tau K18 P301L (four-repeat tau fragment), heparin-induced fibrillization, ThT fluorescence. Potency, µM (doses to about 57.4 µM), for inactives: at the highest dose activity, negative = inhibition, most hits filed as inhibitors. 2.1% of 270,000 active. AID 1460; note: % is set by controls: 0 for no effect and ±100 for the full control effect; nearly all actives have a fitted effect of over 55% in size
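Recombinant human tau K18 fragment […] carrying P301L, 15 uM unlabeled plus 0.24 uM Alexa 594-labeled, was fibrillized with 20 uM heparin in 100 mM sodium acetate pH 7 for 6 hr at 37 C; 30 uM ThT fluorescence read after 1 hr.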
RECQ1 helicase = inhibitors of human RECQ1 DNA helicase. 0.54% of 240,000 active. RECQ1 DNA unwinding, red fluorescence kinetic read. P46063. AID 2549. Potency, µM (series often up to 57.3 µM), for inactives: top-dose activity, negative = inhibition, usual class: inhibitors;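 note: plate controls were vehicle for no effect and no enzyme for full effect; nearly all actives have a fitted effect of over 30% in size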
Target sequence (P46063 whole entry, looked up): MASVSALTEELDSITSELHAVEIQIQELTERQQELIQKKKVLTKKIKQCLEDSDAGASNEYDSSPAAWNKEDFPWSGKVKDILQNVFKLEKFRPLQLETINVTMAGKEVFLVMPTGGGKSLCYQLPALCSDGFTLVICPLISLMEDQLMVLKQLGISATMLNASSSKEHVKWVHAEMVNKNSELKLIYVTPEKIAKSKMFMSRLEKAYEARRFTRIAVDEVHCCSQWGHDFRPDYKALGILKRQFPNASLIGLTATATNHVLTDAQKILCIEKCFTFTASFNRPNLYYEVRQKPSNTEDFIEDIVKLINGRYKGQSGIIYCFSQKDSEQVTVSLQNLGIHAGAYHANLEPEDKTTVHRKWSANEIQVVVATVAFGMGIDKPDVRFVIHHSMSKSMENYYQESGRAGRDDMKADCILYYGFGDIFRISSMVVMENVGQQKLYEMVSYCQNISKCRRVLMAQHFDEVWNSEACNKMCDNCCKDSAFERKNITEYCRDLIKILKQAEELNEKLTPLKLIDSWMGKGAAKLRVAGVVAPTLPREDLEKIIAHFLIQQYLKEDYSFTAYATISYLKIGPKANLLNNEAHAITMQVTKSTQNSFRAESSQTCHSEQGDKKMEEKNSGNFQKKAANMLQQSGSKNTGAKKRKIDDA
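RECQ1T1 50 nM; forked duplex (20 bp + 30-nt ss tails) 200 nM, ATP 2 mM final; pH 8.0, 2 mM MgCl2, 2.5 ug/ml poly(dI-dC); 15 min compound preincubation; discontinuous kinetic read over 2 h at RT.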
* = called active by the depositor; i = inactive; u = inconclusive; x = no result given; & = joins results of further samples; [ ] = dose if it differs, or a comment. Unless noted, calls come from the whole dose curve; as a rule, active = well fitted curve in the direction sought with a large enough effect; inconclusive = small, poorly fitted or top-dose-only effect, or another doubt; inactive = no such curve, though single readings can be large; an effect the other way counts as inactive or inconclusive. Potency is the fitted concentration of half-maximal effect.

SMILES | L3MBTL1 inh | Tau FP inhib | HTT ATP protect | TR SRC2 fluor cs | TRb SRC2 PPI | Tau fluor counter | Tau ThT inhib | RECQ1 helicase
Cc1ccc(NC(=O)C(Cc2ccccc2)NS(=O)(=O)c2ccc3c(c2)c(=O)n(C)c(=O)n3C)c(C)c1 (configuration not stated) | x | -2% | x | 0% | -5% | -23% | -3% | x
Cc1cc(C=O)c(C)n1-c1ccc(NC2CCCC2)c([N+](=O)[O-])c1 | -1% | -10% | 13% | -23% | 11% | u | u | i
COCCN=C1OC(=O)N2C(=O)C3=C4C(C[C@H]5C(=O)N(CC(=O)OC)C(=O)[C@H]5[C@H]4[C@@]12Cc1ccccc1)[C@H]1C(=O)N(CC(=O)OC)C(=O)[C@H]1[C@H]3C (some centres not stated) | x | 6% | 8% | -5% | 5% | -5% | -6% | -6%
CCC(NC(C)C)C(O)c1ccc(O)c(O)c1 (configuration not stated) | -4% | -11%&-9% | x | -1%&-3% | -5%&1% | u | u | -10%
CCC(Sc1nncn2c1cc1oc(C)cc12)C(=O)Nc1ccc(F)cc1 (configuration not stated) | x | -12% | x | -1% | 3% | u | u | x
CNS(=O)(=O)c1cnccc1N1CCN(c2cccc(Cl)c2)CC1 | x | 3% | -17% | -2% | -2% | -11% | 4% | -9%
CC(NS(=O)(=O)c1ccc(CCC(=O)N2CCN(C)CC2)cc1)c1ccccc1 (configuration not stated) | x | -2% | 13% | -3% | -4% | 6% | 5% | -3%
CCOc1cc(CNCCSc2nnnn2-c2ccccc2)cc(Cl)c1OC | x | 2% | x | u | -13% | -24% | -14% | x
CC1=C/C(=N\OS(=O)(=O)c2ccccc2)C=CC1=O | 1%[11.4 µM] | 13µM* | -59%[inhibitor][10 µM] | -24% | u | u | 3.2µM* | u
CCc1cccc(OC2OC(CO)C(O)C(O)C2NC(C)=O)c1 (configuration not stated) | 3% | -6% | x | -2% | -2% | -19% | -15% | -5%
COc1nccnc1NS(=O)(=O)c1ccc(NC(=S)NC(=O)c2ccccc2F)cc1 | -16% | -2% | -8%[10 µM] | 0% | -5% | 1% | -14% | i
CCc1ccc(NC(=O)C(C)OC(=O)C2CCC(=O)N2)cc1 (configuration not stated) | x | 0% | -32%[inhibitor] | 1% | -1% | 3% | -3% | -8%
CCCn1nnc(NC(=O)c2sc3ccccc3c2Cl)n1 | x | 1% | -2%[0.074 µM] | -2% | 7% | -8% | -7% | -2%
COc1cccc(/C=C/C(=O)OCC(=O)Nc2cccc(S(=O)(=O)N3CCCCC3)c2)c1OC | -3% | u | -2%[10 µM] | -1% | -6% | u | -6% | -6%
CC(C)c1nnc(-c2ccc(Cl)cc2)c(N(C)C)n1 | -4% | 4% | -14% | 2% | -3% | 0% | -5% | -13%
COc1ccc(/C(O)=C2/C(=O)C(=O)N(CCCN(C)C)C2c2ccccc2)cc1Cl (configuration not stated) | -8% | -4% | -22% | 2% | 0% | -3% | 2% | i
COc1ccccc1NC(=O)Nc1nnc(CC(=O)Nc2cccc(C)c2)s1 | x | -35% | 7%[10 µM] | -3% | 0% | 5% | x | i
O=c1oc2ccccc2c2c1ncn2CCN1CCOCC1 | 1% | -3% | -22% | -2% | -11% | 4% | -1% | -7%
COC(=O)Cn1c(CCS(=O)(=O)c2ccc(C)c(C)c2)nc2ccccc21 | -1% | -7% | -5%[10 µM] | -2% | 1% | -4% | -5% | -1%
CCN(/N=C/c1ccccc1)c1cc(=O)n(C)c(=O)[nH]1 | 5% | 6% | 29%[10 µM] | -3% | -2% | 9% | 2% | -1%

Reformatted with two lines to a compound: part of the list above.
Values run as follows: L3MBTL1 inh, Tau FP inhib, HTT ATP protect, TR SRC2 fluor cs, TRb SRC2 PPI, Tau fluor counter, Tau ThT inhib, RECQ1 helicase
CC(NS(=O)(=O)c1ccc(CCC(=O)N2CCN(C)CC2)cc1)c1ccccc1 (configuration not stated)
    x, -2%, 13%, -3%, -4%, 6%, 5%, -3%
CCOc1cc(CNCCSc2nnnn2-c2ccccc2)cc(Cl)c1OC
    x, 2%, x, u, -13%, -24%, -14%, x
CC1=C/C(=N\OS(=O)(=O)c2ccccc2)C=CC1=O
    1%[11.4 µM], 13µM*, -59%[inhibitor][10 µM], -24%, u, u, 3.2µM*, u
CCc1cccc(OC2OC(CO)C(O)C(O)C2NC(C)=O)c1 (configuration not stated)
    3%, -6%, x, -2%, -2%, -19%, -15%, -5%

(next part)
SMILES | L3MBTL1 inh | Tau FP inhib | HTT ATP protect | TR SRC2 fluor cs | TRb SRC2 PPI | Tau fluor counter | Tau ThT inhib | RECQ1 helicase
CCOc1ccc(NC(=O)c2ccc3c(SCC(=O)O)c4c(nc3c2)CCCC4)cc1 | 2% | 3%&7% | -24% | -2%&-29% | 5%&5% | 11%&-17% | u | -17%
COc1ccc(Br)cc1CC1C(=O)Nc2ccccc21 (configuration not stated) | x | 2% | x | -12% | -2% | -19% | u | x
COc1ccc(Nc2cc(Cl)nc(N)n2)cc1 | x | -1% | -37%[inhibitor] | 1% | -2% | -17% | u | i
Cc1ccn2c(CN3CCOCC3)c(-c3ccccc3)nc2c1 | -5% | -6% | -5%[10 µM] | -3% | -1% | -9% | -14% | -2%
COc1ccc(CNC(=O)CSc2c3c(nc4ccc(Cl)cc24)CCCC3)cc1 | x | -7% | x | -1% | -9% | -9% | -17% | x
O=c1[nH]c(=O)n(C2CC(O)C(CO)O2)cc1C(F)(F)F (configuration not stated) | x | -11% | -35%[inhibitor] | -2% | 0% | -15% | -15% | -13%
C=CCOc1ccc(C2C(C#N)=C(N)N(Nc3ccccc3)C3=C2C(=O)CC(C)(C)C3)cc1OC (configuration not stated) | -2% | 7% | 21% | 0% | -8% | u | u | i
C=C1CC[C@H](O)C/C1=C/C=C1\CCC[C@]2(C)[C@@H]([C@H](C)CCCC(C)(C)O)CC[C@@H]12 | x | 3% | u | 0% | -1% | -9% | -10% | -12%
O=C(/C=N/O)NCCCCNC(=O)/C=N/O | x | u | 0%[10 µM] | 1%[11.2 µM] | 0%[11.2 µM] | 2%[11.6 µM] | 4%[11.5 µM] | i[11.5 µM]
Cc1ccc(C(=O)COC(=O)CCC(=O)Nc2ccc(Oc3ccccc3)cc2)cc1C | x | -11% | x | -3% | 6% | -25% | u | x
CC1CCC(C(=O)c2c(O)c3ccccc3oc2=O)CC1 (configuration not stated) | x | -8% | -41%[inhibitor] | -2% | -12% | -15% | -16% | -5%
O=C(CC1C(=O)NCCN1Cc1ccoc1)NCCc1ccc(Cl)cc1 (configuration not stated) | -12% | u | -19%[10 µM] | 2% | 3% | -14% | u | 4%
CCn1c2ccccc2c2nc3ccccc3nc21 | 63%[activator] | -6% | -11% | -5% | -3% | -11% | u | -7%
O=C(Nc1c(Cl)cc(Cl)cc1C(=O)NCCN1CCOCC1)c1ccc(Cl)cc1Cl | 0% | -1% | 26%[10 µM] | -2% | -22% | -3% | -9% | -6%
CCOC(=O)Cc1csc(N/N=C/c2ccc(Cl)cc2)n1 | -7% | u | -5%[10 µM] | -3% | 7% | u | u | -17%
C=CCn1c(SCC(=O)N2CC(=O)Nc3ccccc32)nc2scc(-c3ccccc3)c2c1=O | -6% | -17% | -47%[inhibitor] | -3% | -1% | -21% | -16% | -12%
O=S1(=O)c2cccc3cccc(c23)N1Cc1ccc(-c2nnco2)cc1 | x | 3% | -18%[10 µM] | -1% | -8% | -25% | -9% | i
COC(=O)c1nc(C(=O)OC)c(C(=O)OC)nc1C(=O)OC | -1% | 5% | 2% | -5% | -2% | 5% | 0% | -4%
c1ccc(-n2nnnc2Oc2ccc(-n3ccnc3)cc2)cc1 | 2% | -1% | -19% | 2% | -5% | -1% | -6% | i
C/C(=N\NC(=O)c1ccc(Cl)cc1)c1cccc(NC(=O)c2cccnc2)c1 | 2% | 0% | x | -5% | -12% | -2% | u | i
O=C1Nc2ccccc2SC(c2ccccc2)C1O (configuration not stated) | x | -10% | 24% | u | -4% | -9% | 4% | 32µM*
Oc1[nH]c2ccccc2c1C=Nc1ccc2c(c1)OCO2 | -26% | 12% | -33%[10 µM] | -9% | 2% | u | 7.9µM* | -11%
C=CCn1c(SCc2c(C)noc2C)nc2sc3c(c2c1=O)CCCC3 | 5% | 5% | -15% | -1% | -5% | -7% | -2% | -10%
COc1ccccc1-n1c(CNC(=O)c2cccs2)n[nH]c1=S | x | 0% | -33%[inhibitor] | 0% | -7% | -7% | -7% | -6%
O=C(Nc1ccc2nc3ccccc3nc2c1)c1ccccc1 | 12% | -8% | -21%[10 µM] | -9% | 2% | -26% | u | -9%
CCCc1nn2c(=O)cc(COC(=O)c3ccc(NC(=O)C4CCCCC4)cc3)nc2s1 | x | -9% | x | -1% | -4% | 12% | 11% | x
CCOC(=O)CC(=O)CSc1nc2c(cc1C#N)CCC2 | 2% | 1% | 1% | -1% | 3% | -13% | u | -1%
C/C(=N/OC(=O)C1CC12CCC2)c1ccc(Br)cc1 (configuration not stated) | x | 4% | -27% | -2% | 0% | -11% | -17% | -18%
c1ccc(Cn2c(SCCN3CCOCC3)nnc2-c2cccnc2)cc1 | -1% | -5% | -11% | -2% | 1% | -2% | -6% | -3%
CN(C)c1ccc(/C=N/N=C/c2ccccc2O)cc1 | -2% | 4% | 2%[10 µM] | 12% | -9% | u | u | -1%
CCOc1cccc2cc(S(=O)(=O)c3ccccc3F)c(=O)oc12 | x | -5% | x | -1% | -1% | -5% | 2% | x
Cc1ccc(NC(=O)CSc2ncnc3ccccc23)cc1S(=O)(=O)N1CCCCC1 | 1% | -2% | x | 0% | -3% | u | u | -16%
C/C(=N\NC(=S)NCc1ccccc1)c1ccc2ccccc2c1 | -9% | -10% | -16%[10 µM] | 0% | 1% | u | -5% | i
C/C=C\C(=O)Nc1cccc(C2=NOC3(C2)C[C@@H](C(N)=O)N(C(=O)c2ccc(Cl)cc2)C3)c1 (some centres not stated) | x | 7% | -8%[10 µM] | 0% | 3% | 7% | 5% | i

Some of the compounds tested; count on the stated rates, not on these rows.
